FEN1 inhibitor: human FEN1 inhibition; P39748; Recombinant FEN1 flap cleavage, fluorescence, 15 min; Potency, µM (doses to about 114 µM), inactives show at the highest dose activity change, negative = inhibition, most hits filed as inhibitors; hit rate 0.35% among 390,000; AID 588795; also: nearly all actives have a fitted effect of over 65% in size
Target sequence (P39748 whole entry, looked up): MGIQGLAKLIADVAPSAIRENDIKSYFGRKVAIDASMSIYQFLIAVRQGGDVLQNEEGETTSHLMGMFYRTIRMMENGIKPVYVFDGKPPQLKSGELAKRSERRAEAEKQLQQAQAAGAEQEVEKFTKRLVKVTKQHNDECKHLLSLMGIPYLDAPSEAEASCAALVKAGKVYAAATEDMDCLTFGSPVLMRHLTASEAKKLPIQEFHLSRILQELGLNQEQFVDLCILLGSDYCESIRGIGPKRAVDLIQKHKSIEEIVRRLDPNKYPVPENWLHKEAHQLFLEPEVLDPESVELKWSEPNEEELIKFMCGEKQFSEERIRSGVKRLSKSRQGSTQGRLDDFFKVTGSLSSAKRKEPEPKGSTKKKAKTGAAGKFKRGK
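Steps: FEN1 (10 nM) dispensed; compound added by pin tool; 15 min at room temperature; substrate added to 50 nM final; reads at 0 min and 15 min; data normalized and fitted (four-parameter Hill).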
TDP1 cell CPT: DT40-hTDP1 cell growth loss with CPT | chicken DT40 Tdp1-/-;hTDP1 cells + 20 nM CPT, ATP luminescence, 48 h | hit rate 12% among 420,000 | Potency, µM (top dose mostly 46.2 µM), for the others: at the top dose activity change, negative = growth inhibition, actives largely listed as inhibitors; also: nearly all actives have a fitted effect of over 55% in size
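Cell growth measured by CellTiter-Glo luminescence after a minimum 48 h, 37 C compound exposure with 20 nM CPT in Tdp1-knockout DT40 cells stably expressing hTDP1, seeded 400/well; qHTS titration format.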
N370S GC: inhibits or activates N370S mutant glucocerebrosidase; P04062; N370S GC spleen homogenate, 4MU-glucoside fluorescence; Potency, µM (doses to about 59.4 µM), for inactives: at the highest dose activity change, negative = inhibition, most hits filed as inhibitors; hit rate 0.092% among 330,000;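 also: 0% = full enzyme activity and -100% = no enzyme basal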
An asterisk follows results filed as active; u = inconclusive; x = no result given; & = joins results of further samples; [ ] = remark or other dose. Calls follow the shape of the dose curve; as a rule, active = well fitted curve in the direction sought with a large enough effect; inconclusive = small, poorly fitted or top-dose-only effect, or another doubt; inactive = no such curve, though single readings can be large; an effect the other way counts as inactive or inconclusive. Unless noted, % is scaled to controls: 0 for no effect and ±100 for the full control effect; potency is read from the fitted curve at half-maximal effect. The list is partial; rates above refer to the full screens.

Value order: FEN1 inhibitor | TDP1 cell CPT | N370S GC
- Cn1c(=O)c2c(nc(SCC(=O)c3cccs3)n2Cc2ccc(F)cc2)n(C)c1=O
→ -4% | 21µM* | 12%
- CCOc1ccc(NC(=O)CN(C)C(=O)c2ccc(=O)[nH]c2)cc1OCC
→ 4% | -16% | -6%
- O=C(NCCc1nc2ccccc2n1Cc1c(F)cccc1Cl)c1ccco1
→ -3% | u | x
- O=c1cc(N2CCN(c3ccc(F)cc3)CC2)[nH]c(=O)n1-c1ccc(Br)cc1
→ 13% | u | x
- Cc1ccc(CCNC(=O)c2ccc3c(Cl)c4c(nc3c2)CCCC4)cc1
→ -7% | u | x
- CC(=O)NC(CC(=O)NCCCn1ccc2ccccc21)c1ccccc1 (stereo unspecified)
→ 1% | -1% | -6%
- COc1ccc(NC(=O)C(=O)NNC(=O)c2ccc(Cl)cc2Cl)cc1
→ 5% | -20% | 2%
- CC(C)=C1C(=O)NN(c2ccc(F)c(Cl)c2)C1=O
→ -19% | 2% | 24%
- CCn1c(=O)c(C(=O)NCc2ccccc2OC)c(O)c2ccccc21
→ 0% | -15% | 2%
- O=c1[nH]c(CN2CCOCC2)nc2cc(Cl)ccc12
→ -9% | 0% | 6%
- CCOC(=O)c1c(C)oc2ncnc(NCCCN3CCN(c4cc(C)ccc4C)CC3)c12
→ 1% | 7.3µM* | x
- Cc1nc2nc(Cc3ccccc3)[nH]n2c(=O)c1Cc1ccccc1
→ -1% | -22% | 7%
- C=CCNc1nc(N2CCCC2)nc2ccccc12
→ -20% | 16µM* | 7%
- c1n[nH]c(NCc2ccc3c(c2)OCO3)n1
→ -10% | -1% | 6%[2.35 µM]
- C/C=C/C(=O)N1c2ccccc2C(C)=CC1(C)C
→ 9% | -9% | -13%
- COc1ccccc1CNC(=O)CCC(=O)n1ncc2cc(C)ccc21
→ -11% | -1% | 3%
- Nc1ccc(C(=O)OCCCc2nc3cc4ccccc4cc3[nH]2)cc1
→ -13% | u | -10%
- COc1ccc(S(=O)(=O)N(C)c2ccc(C(=O)N3CCOCC3)cc2)cc1OC
→ -8% | -24% | -10%
- NNC(=O)Cn1c(-c2nonc2N)nc2ccccc21
→ -4% | -26% | -1%
- CCOc1ccccc1OCCCOc1ccc(C)cc1Cl
→ u | 6% | 5%

Other records:
Value order: FEN1 inhibitor | TDP1 cell CPT | N370S GC
- COC(=O)c1cn(C(=O)/C=C/c2ccc(OC)c(OC)c2)c2ccccc12
→ 6% | u | -1%
- N#Cc1ccccc1OCc1cccc(S(=O)(=O)N2CCOCC2)c1
→ -8% | -11% | x
- O=C(COC(=O)c1cc(=O)[nH]c2ccccc12)Nc1ccc(F)cc1
→ 3% | -11% | x
- CCOC(=O)C1=C(C)N=c2s/c(=C3/C(=O)Nc4ccccc43)c(=O)n2C1c1ccc(C)cc1 (stereo unspecified)
→ -6% | 26µM* | 1%
- COc1ccc(N(CC(=O)O)S(=O)(=O)c2cccnc2)cc1
→ 6% | -6% | 4%
- O=C(CSc1ccc2nc(-c3ccccc3)cn2n1)Nc1ccccc1
→ 6% | u | x
- COc1ccccc1NS(=O)(=O)c1cc(NC(=O)c2sccc2C)ccc1N1CCOCC1
→ -1% | 21µM* | 7%
- C=CCN1C2CCCC1CC(NC(=O)Nc1cc(C)cc(C)c1)C2 (stereo unspecified)
→ 4% | u | 1%
- CCC1=NN(C(=O)C(=O)NCCc2ccccc2)C(O)(C(F)(F)F)C1 (stereo unspecified)
→ -1% | 8% | 2%
- COc1ccc(C(=O)NC(=O)COC(=O)c2ccc(C)o2)cc1
→ 0% | -8% | x
- CN(C)S(=O)(=O)c1ccc(S(=O)(=O)N(CC(=O)Nc2ccccc2)Cc2ccco2)cc1
→ 12% | -22% | 4%
- CS(=O)(=O)Oc1ccc2c(c1)O/C(=C\C=C\c1ccccc1)C2=O
→ 13% | u | -7%
- C/C(CC(=O)Nc1cccnc1)=N\NC(=O)C(=O)Nc1cccc(C)c1
→ 4% | -20% | -7%
- COc1cc(/C=C/c2nc(C#N)c(N3CCCCCC3)o2)cc(OC)c1OC
→ -7% | 15µM* | x
- Cc1sc(NC(=O)C2CCCCC2C(=O)O)c(C(N)=O)c1-c1ccc(C(C)(C)C)cc1 (stereo unspecified)
→ 2% | -9% | 5%
- O=[N+]([O-])c1cccc(Nc2c([N+](=O)[O-])ccc3nonc23)c1
→ -3% | -11% | -1%
- O=S(=O)(c1ccc(Cl)cc1)N1CCC(N2CCCCCC2)CC1
→ -2% | -13% | -8%
- Cc1ccc(NC(=O)CCCn2c(=O)oc3ccccc32)c(O)c1
→ -2% | -6% | -8%
- NC(=O)c1ccc(S(=O)(=O)N2CCSCC2)cc1
→ 17% | -9% | -2%
- O=C(N/N=C/c1ccc(F)c(F)c1)c1cccc(S(=O)(=O)N2CCCCC2)c1
→ -11% | -18% | x

New compounds follow:
Value order: FEN1 inhibitor | TDP1 cell CPT | N370S GC
- Cn1c(SCc2ccc(F)cc2)nnc1-c1ccccn1
→ -4% | -26% | 9%
- Cc1nc(C)c(-c2ccc(SCC(=O)Nc3ccccc3)nn2)s1
→ 0% | 23µM* | 8%
- COc1ccc(C(=O)NCC(=O)OCC(=O)c2ccc3c(c2)NC(=O)CO3)cc1OC
→ 2% | 8% | 5%
- O=C(NCc1cccnc1)c1sc2ccccc2c1Cl
→ 2% | -16% | 5%
- CCC(C(=O)Nc1cccc(S(=O)(=O)N(C)c2ccccc2)c1)c1ccccc1 (stereo unspecified)
→ -14% | 18µM* | x
- Cc1ccc(NC(=S)NC(C)CCc2ccccc2)cc1C (stereo unspecified)
→ -16% | u | u
- Cc1ccc(-c2cc(C(=O)Oc3ccc(C#N)cc3)no2)cc1
→ 22% | -27% | x
- COc1ccc(N2CCN(C(=O)COC(=O)COc3cccc(C(F)(F)F)c3)CC2)cc1
→ 2% | -16% | x
- COc1ccccc1OCc1ccc(C(=O)c2ccccc2)cc1
→ -7% | -15% | -8%
- Cc1c(Cl)cnc(NC(=O)CSc2nnc3ccccn23)c1Cl
→ 5% | -2% | -2%
- CCCn1c(C)cc(C)c(C#N)c1=O
→ 0% | 12% | -1%
- Cc1c[nH]c2ccccc12
→ 9% | 6%&7% | -10%
- CCc1c(C)sc2nc(SCC(=O)Nc3cc(C)on3)n(CCOC)c(=O)c12
→ 2% | u | 25%
- CCOC(=O)C1=NN(C(=O)COc2ccccc2)C(O)(c2ccc(Cl)cc2)C1 (stereo unspecified)
→ 6% | -4% | -5%
- Cc1ccc(-c2noc(CCC(=O)N(C)c3ccccc3F)n2)cc1
→ -11% | u | x
- CCn1c(C(C)NS(=O)(=O)c2ccc(Cl)cc2)n[nH]c1=S (stereo unspecified)
→ 16% | -23% | -2%
- Cc1ccc(-n2nc3c(c2NC(=O)CC(C)C)CS(=O)(=O)C3)c(C)c1
→ 4% | 4% | -4%
- Cc1nn(C(C)C(=O)NCC2CCCO2)c(C)c1[N+](=O)[O-] (stereo unspecified)
→ -2% | -5% | 14%
- CC(=O)Nc1ccc(CN2CCN(CC=C(C)C)C(CCO)C2)cc1 (stereo unspecified)
→ 18% | 11% | -2%
- N#CCCn1c(=O)c(CCc2ccccc2)nc2cnc(OCc3ccccc3)nc21
→ x | -10% | 16%

(cont.)
Value order: FEN1 inhibitor | TDP1 cell CPT | N370S GC
- Cc1ccc(Nc2nc(NCc3ccco3)nc3nccnc23)cc1C
→ -15% | u | x
- COc1ccc(C(=O)N2CCN(Cc3ccccc3[N+](=O)[O-])CC2)cc1
→ 6% | -19% | -16%
- CCNC(=O)/C(C#N)=C/c1c(N2CC(C)OC(C)C2)nc2ccccn2c1=O (stereo unspecified)
→ 18% | -22% | 4%
- CNC(=O)CSc1nnc(-c2ccco2)n1-c1cccc(C)c1
→ 7% | -6% | -4%
- CCc1ccc(C(=O)COC(=O)CNC(=O)CNC(=O)Cc2ccccc2)cc1
→ 3% | -10% | -27%
- CC1(C)CC[C@]2(C(=O)n3ccnc3)CC[C@]3(C)[C@H](C(=O)C=C4[C@@]5(C)C=C(C#N)C(=O)C(C)(C)[C@@H]5CC[C@]43C)[C@@H]2C1
→ u | 0.58µM* | x
- O=C(NCc1ccco1)c1cc2n(n1)C(C(F)(F)F)CC(c1ccc(Br)cc1)N2 (stereo unspecified)
→ 8% | u | -4%
- COc1cc(/C=C/c2nc(-c3ccccc3O)n[nH]2)cc(OC)c1OC
→ u | 21µM* | -1%
- Cc1nc(N=Nc2cc(S(=O)(=O)O)ccc2S(=O)(=O)O)c(COP(=O)(O)O)c(C=O)c1O
→ x | 7% | -19%
- CN(Cc1cnn(C)c1)C(=O)c1ccc(OC2CCN(CCc3ccccc3)CC2)cc1
→ 4% | u | -8%
- Cc1ccc(-c2nc(N=Nc3ccc(O)cc3)n[nH]2)cc1
→ -13% | -23% | 5%
- CC(C)c1cccc(NC(=O)COC(=O)c2ccccc2OCc2cccc(Br)c2)c1
→ -21% | u | x
- CCc1ccc(CN(C(=O)COc2c(C)cccc2C)C2CCS(=O)(=O)C2)cc1 (stereo unspecified)
→ -16% | u | -8%
- O=C(COC(=O)C1CCN(c2ccc(C(F)(F)F)cn2)CC1)c1cccc(Br)c1
→ 4% | -1% | -3%
- O=C(NCCc1ccc(Cl)cc1)c1ccc2c(c1)N(Cc1cccc(Cl)c1)C(=O)c1ccccc1S2(=O)=O
→ 11% | u | x
- COc1cc(C(=O)NCCC(=O)NCc2ccc3c(c2)OCO3)cc(OC)c1OC
→ -2% | 0% | 1%
- CCCCCN(C(=O)CCC(=O)OCC(=O)N(C)C1CCCCC1)c1c(N)n(CCCC)c(=O)[nH]c1=O
→ -2% | -16% | 0%
- Cc1cc(C)cc(NC(=S)N2CCC(N(C)CC3CCCO3)CC2)c1 (stereo unspecified)
→ 4% | -1% | -4%
- CCCOc1ccc(CNC(=O)Cn2ncn3c(cc4sc(CC)cc43)c2=O)cc1
→ -5% | u | x
- C=CCn1c(NCc2cc(C)ccc2O)nc2ccccc21
→ -12% | u | -24%

Molecules listed so far with a thiophene ring, fused or not, in the order listed:
Value order: FEN1 inhibitor | TDP1 cell CPT | N370S GC
- Cn1c(=O)c2c(nc(SCC(=O)c3cccs3)n2Cc2ccc(F)cc2)n(C)c1=O
→ -4% | 21µM* | 12%
- COc1ccccc1NS(=O)(=O)c1cc(NC(=O)c2sccc2C)ccc1N1CCOCC1
→ -1% | 21µM* | 7%
- Cc1sc(NC(=O)C2CCCCC2C(=O)O)c(C(N)=O)c1-c1ccc(C(C)(C)C)cc1 (stereo unspecified)
→ 2% | -9% | 5%
- O=C(NCc1cccnc1)c1sc2ccccc2c1Cl
→ 2% | -16% | 5%
- CCc1c(C)sc2nc(SCC(=O)Nc3cc(C)on3)n(CCOC)c(=O)c12
→ 2% | u | 25%
- CCCOc1ccc(CNC(=O)Cn2ncn3c(cc4sc(CC)cc43)c2=O)cc1
→ -5% | u | x

The list continues:
Value order: FEN1 inhibitor | TDP1 cell CPT | N370S GC
- O=C(O)CC(C(=O)Nc1ccc(Cl)cc1)N1CCCCCC1 (stereo unspecified)
→ -3% | 4% | -16%
- O=C(CSCC(=O)NC1CCCC1)Nc1ccccc1
→ 1% | 8% | 7%
- Cc1cccc2sc(NC(=O)Cn3c(C)csc3=O)nc12
→ -2% | u | 1%
- COC(=O)c1ccc(NC(=O)c2cccc3c2C(=O)N(C2CCCCC2)C3)cc1
→ -4% | -1% | x
- O=C(c1ccc(-c2ccccc2)cc1)N1CCN(Cc2ccccn2)CC1
→ -10% | u | -19%
- CCOC(=O)Cn1c(=O)oc2cc(S(=O)(=O)N3CCN(C(=O)c4ccco4)CC3)ccc21
→ -5% | -7% | 4%
- CCOC(=O)Cc1c(C)nc2cc(-c3ccc(Cl)cc3)[nH]n2c1=O
→ -11% | -22% | 6%
- COc1ccc2oc(=O)c(C(=O)N3CCc4ccccc43)cc2c1
→ -7% | -12% | 0%
- O=C(NCCc1ccccc1)C1CCN(S(=O)(=O)c2cccc3nsnc23)CC1
→ -8% | 5% | 1%
- CCOC(=O)c1c(CSc2ccc(C)cc2)oc2ccc(O)cc12
→ u | u | 11%
- CCOC(=O)C(Cc1ccccc1)C(=O)Nc1ccccc1C (stereo unspecified)
→ 5% | 5% | -3%
- O=C(CC1CCCCC1)NCc1ccc(F)cc1
→ 21% | -2% | -8%
- CCC(C)NC(=O)C1c2ccccc2C(=O)N1Cc1cc(OC)ccc1OC (stereo unspecified)
→ 0% | -12% | -10%
- CCOc1cc(C)c(S(=O)(=O)Nc2ccc(F)cc2)cc1C
→ -10% | 16µM* | -14%
- C#CCOCCOCCOCCNc1nc(N2CCN(C(=O)[C@H](CCCCN)n3cc([C@@H](N)CC(C)C)nn3)CC2)nc(N2CCN(C(=O)[C@H](CCCCN)n3cc([C@@H](N)CC(C)C)nn3)CC2)n1
→ -3% | -3% | -1%
- COc1ccc(OC)c(NC(=O)Cc2c(C(=O)O)[nH]c3ccc(Cl)cc23)c1
→ 0% | -1% | x
- COc1ccc(C(=O)Cn2c(C)nc([N+](=O)[O-])c2Br)cc1
→ 6% | 7.3µM* | 3%
- O=C1c2ccccc2C(=O)N1Cc1ccccc1F
→ -2% | -2% | 4%
- CCC(=O)Nc1ccc(S(=O)(=O)Nc2ccc(Cl)nn2)cc1
→ 0% | -26% | -2%
